PKA-R2B act = activates the human PKA-R2B holoenzyme complex | P22694+P31323 | PKA-R2B holoenzyme dissociation, Cy5-IP20 fluorescence polarization; R2B truncated from residue 108, S112A mutant; 0% DMSO only, 100% 113 µM cGMP | activation, % at 11.4 µM | 0.079% of 340,000 active | AID 504700;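 active = activation above a cutoff set at the mean over all compounds plus 3 SD, cut at about 18% in these data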;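 note: higher means more holoenzyme dissociation and a rise in polarization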
PKA-R1A act = activators of PKA-R1A complex | activation, % at 11.4 µM | P00514+P68181 | AID 504707 | 0.083% of 340,000 active | PKA-R1A dissociation, Cy5-IP20 fluorescence polarization; scaled: DMSO 0%, 113 µM cGMP 100%;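 active = percent activation above the mean of all tested compounds plus 3 SD, cut at about 19% in these data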;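 note: higher means more PKAc released from R1A so a rise in polarization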
SUMO Mot1 rescue = blocks SUMOylation pathway, rescuing yeast Mot1-301 growth; AID 2716; S. cerevisiae Mot1-301 growth rescue, ATP luminescence, 38.5C; percent above DMSO median, 100 means doubled; growth rescue, % at 18.8 µM; 1% of 320,000 active;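 active = every valid replicate shows activation above 250% relative to neutral control wells; inactive = the rest, any valid replicate at or below 250%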;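 note: OY570 slx delta 5 strain wells were the positive control but not used for scaling; some compounds called inactive have numbers as strong as hits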
HTR5A ag ctr = activates human HTR5A in OPRM1-OPRD1 agonist counter-screen | P47898 | activation, % at 9.3 µM | HTR5A agonist assay, luminescence, cell-based | 0.61% of 340,000 active | AID 504692; in the data active = activation mostly above about 9.5%, no sharp cut-off; inactive = mostly below about 7.6%;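 note: 0% = cells with vehicle only and 100% = reference agonist; strong numbers were not always called active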
Tat transport = inhibitors of E. coli Tat protein transport | E. coli MC4100 TorA-mCherry Tat export, fluorescence | inhibition, % at 10 µM | 0.036% of 340,000 active | AID 488895;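 active = mean replicate inhibition at least 50% and at least half of replicates individually reaching 50%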;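 note: exported cargo escapes ClpAP degradation while cytoplasmic cargo is degraded and loses fluorescence; 0% = median of neutral control wells and 100% = median of NaSCN control wells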
CDK5 inh = CDK5/p35 (human) kinase inhibition; Recombinant CDK5/p35, ADP-Glo luminescence, 60 min; 0.01% of 330,000 active; AID 488839; Q00535+Q15078; inhibition, % at 10 µM;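 active = highest replicate inhibition of at least 50% and at least 75% of replicates reaching 50%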;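 note: plate controls were DMSO neutral control for no effect and GW8510 at 10 µM for full effect; many of its hits are not listed in these tables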
phage Ecoli inh = E. coli growth loss with phage present; inhibition, % at 11.9 µM; growth absorbance; 0.26% of 360,000 active; AID 651602; in the data active = inhibition above about 11%
DAGLB inh = diacylglycerol lipase beta (human) inhibition | Q8NCG7 | AID 504411 | inhibition, % at 5.17 µM | HEK293T DAGLB membrane lysate, EnzChek fluorogenic substrate | 0.059% of 340,000 active; in the data active = inhibition above about 34%;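 note: 0% = enzyme with vehicle and 100% = wells lacking enzyme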
Target sequence (Q8NCG7 whole entry, looked up): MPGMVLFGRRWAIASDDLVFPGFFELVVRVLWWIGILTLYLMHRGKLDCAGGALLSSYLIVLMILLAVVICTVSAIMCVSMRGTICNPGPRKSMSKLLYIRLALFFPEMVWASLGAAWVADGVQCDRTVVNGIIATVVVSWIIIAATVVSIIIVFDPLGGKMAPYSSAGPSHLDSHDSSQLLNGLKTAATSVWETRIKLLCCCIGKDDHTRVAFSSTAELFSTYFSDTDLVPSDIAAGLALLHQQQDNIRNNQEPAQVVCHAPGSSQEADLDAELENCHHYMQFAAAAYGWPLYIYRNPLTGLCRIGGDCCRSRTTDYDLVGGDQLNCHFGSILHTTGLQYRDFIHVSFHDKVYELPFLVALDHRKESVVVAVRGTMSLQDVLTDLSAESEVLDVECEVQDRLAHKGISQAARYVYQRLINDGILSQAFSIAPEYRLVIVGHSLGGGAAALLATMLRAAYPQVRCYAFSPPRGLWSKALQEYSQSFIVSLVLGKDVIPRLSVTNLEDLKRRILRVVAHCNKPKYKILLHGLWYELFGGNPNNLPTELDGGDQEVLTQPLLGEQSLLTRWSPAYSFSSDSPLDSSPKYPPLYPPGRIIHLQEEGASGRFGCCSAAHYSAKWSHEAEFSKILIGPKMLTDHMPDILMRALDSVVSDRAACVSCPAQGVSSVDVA
HTR5A inv ctr = HTR5A inverse agonism, opioid heterodimer counter-screen; HTR5A cell line, luminescence; inhibition, % at 9.3 µM; AID 504634; 0.083% of 340,000 active; in the data active = inhibition mostly above about 23%, no sharp cut-off; inactive = mostly below about 18%;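 note: 0% = cells with DMSO and 100% = no-cell wells with DMSO; some compounds called inactive have numbers as strong as hits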
E coli growth = counter-screen for AddAB inhibitors: E. coli growth inhibition. inhibition, % at 11.9 µM. 0.27% of 330,000 active. E. coli V3065 growth, OD600 absorbance, 18 h;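 active = inhibition above the campaign's mean inhibition across all tested compounds plus 3 SD, cut at about 9.9% in these data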;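 note: uninfected addAB+ strain grown without phage in ampicillin broth; 0% = DMSO wells and 100% = ciprofloxacin 0.95 µg/ml wells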
AddAB inh = less growth of phage-infected E. coli with AddAB | E. coli expressing H. pylori AddAB, absorbance growth | inhibition, % at 11.9 µM | 0.29% of 330,000 active; in the data active = inhibition above about 12%;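 note: 0% = vehicle wells of infected cells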
Numbers without * were called inactive; . = no result given. Compounds were not picked by outcome; 2.3% or so of the library scored in one or more.

mol,PKA-R2B act,PKA-R1A act,SUMO Mot1 rescue,HTR5A ag ctr,Tat transport,CDK5 inh,phage Ecoli inh,DAGLB inh,HTR5A inv ctr,E coli growth,AddAB inh
Cc1ccc(NC(=O)OCCN2CCN(S(=O)(=O)c3ccc(C)cc3)CCC2=O)cc1,-14,-11,9,6,-4,0.5,1.5,3,-16,0.2,0.9
CC1CCCN(c2c3c(nc4ccccc24)CCCC3)C1 (stereo unspecified),-9,1,6,1,4,1.1,0.0,-6,-2,1.0,1.0
CC(NC(=O)C1CCN(C(=O)c2ccc(F)cc2)CC1)c1ccc(-n2ccnc2)cc1 (stereo unspecified),4,5,13,4,3,0.3,0.1,1,-3,3.3,0.9
CC(C)c1nc2c(c(=O)c3ccccc3n2C)c(=O)n1-c1ccc(F)cc1,10,11,13,2,-6,-1.7,-3.4,2,11,0.4,-0.3
C=C1C2C[C@H](O)C(C)(C)[C@@]2(O)[C@H](O)C[C@]23C[C@@](C)(O)[C@H](CC[C@H]12)[C@H]3O (stereo partly specified),8,4,7,0,-2,0.6,1.8,-1,1,-2.4,3.5
CCOc1ccc(-c2nc3ccccc3c(=O)o2)cc1,3,-2,-2,7,-6,-0.6,1.4,-7,-18,0.0,3.5
C=CCn1c(=O)c2ccccc2n2c(SCc3nc4ccccc4s3)nnc12,-3,0,-27,0,-4,-2.8,3.9,-2,17,1.8,1.8
CCN1/C(=C2/SC(=S)N(NC(C)=O)C2=O)Sc2ccc(Cl)cc21,0,4,-4,-3,1,-3.0,-1.5,4,10,1.8,0.5
C#CCOCCOCCOCCNc1nc(N2CCN(C(=O)[C@H](C(C)C)n3cc(CCO)nn3)CC2)nc(N2CCN(C(=O)[C@H](C(C)C)n3cc(CCO)nn3)CC2)n1,-15,-12,6,5,-6,-0.3,2.0,-1,0,-0.2,3.1
Cc1ccc(C)c(NC(=O)c2ccccn2)c1,-5,-11,-3,-3,1,4.1,2.7,-5,-2,1.3,0.8
CC(C)CNS(=O)(=O)c1cc(C(=O)OCC(=O)N(C)C2CCS(=O)(=O)C2)c(Cl)cc1Cl (stereo unspecified),8,-4,-1,-2,-1,-2.5,-0.2,-4,-11,-2.1,1.7
Cc1cc2ncn(CC(O)COc3cccc(C(=O)O)c3)c2cc1C (stereo unspecified),-2,-1,21,-8,-2,-0.5,-0.1,-3,19,0.0,-0.6
Cc1ccccc1-n1nnnc1SCC(=O)N(C)C1CCS(=O)(=O)C1 (stereo unspecified),1,-11,.,2,-7,2.2,0.4,1,-29,-0.6,-2.0
COc1cc(C2C(C#N)=C(N)Oc3n[nH]c(-c4ccncc4)c32)cc(OC)c1OC (stereo unspecified),-2,-6,.,2,2,-1.7,3.3,-2,-7,1.0,1.4
COc1cccc(C(=O)NC2CCCC2)c1,-2,-6,-7,3,10,1.5,6.9,2,-10,3.9,-0.2
C/C(CC(=O)NCCCN1CCOCC1)=N\NC(=O)COc1ccc(C)cc1,1,0,-5,2,-2,3.0,1.7,-1,4,-4.0,1.3
COC(=O)c1cccc(S(=O)(=O)N2CCOCC2)c1,-6,-6,19,-1,0,2.3,1.7,1,0,-1.6,-0.6
O=c1c2ccccc2nnn1CSc1nnc2ccccn12,5,-9,1,2,2,-1.0,2.1,-1,-16,0.5,1.9
CCOC(=O)C1=C(C)NC(C)=C(C(=O)OC)C1c1ccco1 (stereo unspecified),-7,3,-6,-1,-16,0.4,1.7,-2,-9,-1.5,0.0
O=C(CCCCCNC(=O)N1CCn2c1nc1ccccc12)NCc1ccccc1,-1,-3,4,.,4,2.5,1.8,0,.,0.0,4.5
Cc1ccc(N/C=C/c2onc(C)c2[N+](=O)[O-])cc1,-10,1,4,3,5,0.9,1.8,9,-6,0.0,1.6
COc1cccc(/C(C#N)=C/c2c(-c3ccc(Cl)cc3)nc3c(C)cccn23)c1,-3,-9,-3,3,14,-3.6,2.5,-4,-9,1.1,1.4
Cc1csc(Cn2c(CN(C)C)nc3ccccc3c2=O)n1,2,0,82,-1,4,0.4,2.8,1,5,-0.2,-2.4
CC(=O)Oc1ccc(C(=O)[C@H]2[C@H]3C(=O)N(c4ccc(C)cc4C)C(=O)[C@H]3[C@@H]3C=CC=NN32)cc1,0,4,-15,-4,-1,0.1,2.8,6,-13,0.5,1.5
CCCN1CCN(C(=O)CS(=O)(=O)Cc2nc(-c3cccc(OC)c3)oc2C)CC1,2,0,18,-4,-1,0.3,-0.5,1,-28,-2.1,3.6
Oc1cc(NCc2cccnc2)ccc1-c1nc2ccccc2o1,-2,-4,.,1,-4,1.0,2.2,-2,-3,-2.3,3.0
COc1ccc(C(=O)NCCNc2nc3ccc(C)cc3cc2C#N)cc1,-1,5,3,4,2,0.8,-0.6,-3,-16,-1.6,-1.9
CC(=O)Nc1ccc(C2CC(c3ccc(Cl)cc3)=NN2c2ccccc2)cc1 (stereo unspecified),-6,-7,1,5,-9,0.5,-2.3,3,-17,2.1,1.1
COc1cc(/C=C/C(=O)NCCc2ccc(S(N)(=O)=O)cc2)ccc1OCC#N,-14,-4,-8,-1,1,3.9,0.6,2,4,1.5,-0.3
O=C(Nc1ccc2c(c1)OCCO2)C1CC(c2ccc(F)cc2)=NO1 (stereo unspecified),-2,-5,3,-2,-11,-2.3,5.4,-3,10,-0.7,-1.4

3 entries already listed, ordered by the value under AddAB inh, high to low:
canonical_smiles | AddAB inh
CCCN1CCN(C(=O)CS(=O)(=O)Cc2nc(-c3cccc(OC)c3)oc2C)CC1 | 3.6
O=c1c2ccccc2nnn1CSc1nnc2ccccn12 | 1.9
Cc1ccc(N/C=C/c2onc(C)c2[N+](=O)[O-])cc1 | 1.6

Later entries:
mol,PKA-R2B act,PKA-R1A act,SUMO Mot1 rescue,HTR5A ag ctr,Tat transport,CDK5 inh,phage Ecoli inh,DAGLB inh,HTR5A inv ctr,E coli growth,AddAB inh
O=C(Nc1ccccc1Cl)c1ccc(-n2cccn2)c([N+](=O)[O-])c1,-4,5,3,-4,0,-4.0,1.4,3,12,-1.8,-0.8
COc1ccc(/C=N/Nc2ccc([N+](=O)[O-])cc2)cc1O,15,-1,0,-2,0,-0.8,0.7,12,7,1.6,-0.3
CC(C)NCCOCCSc1ccc(Cl)cc1,-6,-12,31,3,1,0.3,2.2,0,-9,-0.5,3.0
COCCCNc1nc(N)c([N+](=O)[O-])c(N2CCCCCC2)n1,-4,4,7,-1,7,0.6,-1.6,-1,3,1.9,1.9
COCCN(C(=O)c1ccccc1)c1nnc(-c2cccnc2)s1,6,1,2,1,-1,2.2,0.5,-1,3,2.1,0.2
C=CCc1cccc(/C=N/NC(=O)CNc2ccccc2)c1O,-6,-9,-20,8,10,0.2,6.0,-1,-21,-0.5,1.0
CNC(=O)COc1coc(CN2CCN(Cc3ccccc3)CC2)cc1=O,6,2,65,-1,-4,0.9,-1.1,-2,2,0.3,1.3
CS(=O)(=O)N(CC(=O)N1CCCCC1)c1sc2c(c1C#N)CCCC2,-8,3,-18,1,-4,0.6,3.5,0,7,-1.4,-1.5
CC(=O)Nc1ccc(S(=O)(=O)N2CCN=C2SCc2ccccc2C)cc1,-1,8,5,1,-5,0.7,-0.7,2,2,0.8,-0.4
CC(C)C[C@H](NC(=O)OC(C)(C)C)C(=O)N[C@@H](CO)[C@H](O)[C@@H]1C[C@@H]1C(=O)N(C)C,-1,-9,-9,4,-6,0.0,.,-3,-11,-1.9,3.7
COc1cc(/C=N/NC(=O)Cn2cnc3ccccc3c2=O)ccc1O,-7,-2,-6,2,-1,-3.2,-1.2,2,0,-0.9,1.8
CCOc1nc(NCCO)nc(Nc2ccccc2F)n1,5,-3,-13,1,-2,1.5,3.8,-1,-2,0.4,3.9
Cc1cc(C)c2sc(NC(=O)C3=COCCO3)nc2c1,-1,3,0,1,21,-0.3,2.2,-2,-15,1.4,0.6
CN(c1cccc(NC(=O)c2ccccc2N(C)S(=O)(=O)c2ccccc2)c1)S(C)(=O)=O,-14,-2,4,9,-9,-0.5,3.6,-3,-31,1.4,0.3
COc1ccc(CN2CCNC(=O)C2CC(=O)N(C)CCc2cnn(C)c2)c(F)c1 (stereo unspecified),-5,1,37,1,2,-1.7,3.0,-1,-4,-1.7,4.9
CCCCNC(=O)[C@@H]1CSC2c3ccccc3C(=O)N21 (stereo partly specified),-6,-6,-14,1,1,1.1,1.0,1,-3,.,.
Cc1cccc(NC(=S)N(CCCN2CCOCC2)C(C)c2cc3ccccc3o2)c1C (stereo unspecified),4,1,5,4,3,-2.6,-0.9,-4,18,2.3,1.4
CCCN1C[C@H](CSC)C[C@@H]2c3cccc4[nH]cc(c34)C[C@H]21,-7,-3,-11,90*,3,0.0,3.2,1,-323,0.5,2.1
O=C(O)C(=O)/C(=C\c1cccc(Cl)c1)c1ccc2ccccc2n1,9,0,-8,0,0,0.8,1.7,6,4,1.1,0.5
COc1ccc(/[N+]([O-])=C/c2ccco2)cc1,-3,-16,-1,2,4,-0.7,1.8,-4,-5,2.0,2.3
O=c1oc2ccccc2cc1-c1ccc(O)cc1O,-12,-3,2,0,-2,-6.1,1.8,3,0,0.3,3.4
CNc1nc(C)c(C(=O)OCC(=O)OC)s1,6,-7,22,-1,-5,-2.0,1.6,-2,-13,-2.9,2.8

Screens: PubChem BioAssay, several laboratories
